Screens: PubChem BioAssay, several laboratories
C8 TRAIL sens – viability loss with TRAIL in NB7+C8 cells, primary screen, TRAIL sensitizer project, cell-based, ATPlite luminescence; inhibition (viability loss, TRAIL sensitization), % at 10 µM; hit rate 1% among 360,000;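 active means compounds causing at least 50% loss of cell viability in the single-dose screen, relative to plate controls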
NR2F2 inh – NR2F2 transcriptional activity inhibitors, primary screen, cell-based, luciferase reporter, HEK293T, luminescence | COUP transcription factor 2 (Homo sapiens), P24468 | HEK293T NGFI-A luciferase reporter | inhibition, % at 8.6 µM | hit rate 0.7% among 370,000;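 active means inhibition above a per-plate cutoff, mean inhibition of test wells between control levels plus 3 SD, cut at about 38% in these data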;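 further: cells cotransfected with COUP-TFII expression vector driving the NGFI-A reporter; 0% = median of COUP-TF2 test wells and 100% = reporter-only cells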
NCOA2 inhibitor – inhibition of GAL4-SRC2 driven luciferase reporter, primary screen, SRC2 inhibitor project, cell-based, luminescence | Nuclear receptor coactivator 2 (Homo sapiens), Q15596 | HEK293 GAL4-SRC2 luciferase reporter | inhibition, % at 9 µM | hit rate 0.17% among 370,000 | AID 651957, 2012;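 active means inhibition above the mean inhibition of all tested compounds plus 3 SD, set per campaign, cut at about 52% in these data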;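 further: 0% = DMSO treated cells and 100% = cells given Gossypol at 36 µM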
TWEAK Fn14 block – inhibitors of TWEAK-Fn14 signaling, primary screen, luciferase reporter cells, uHTS. TWEAK-stimulated Fn14 reporter cells, luciferase luminescence, 8 h. inhibition, % at 10 µM. hit rate 2% among 360,000; in the data active means inhibition above about 50%
NR5A2 inv ag – LRH-1 (NR5A2) inverse agonists, primary screen, cell-based, luminescence, HEK293T, StAR-luciferase reporter | hit rate 0.13% among 360,000 | AID 602396, 2012 | Nuclear receptor subfamily 5 group A member 2 (Homo sapiens), O00482 | inhibition, % at 3.6 µM | LRH-1 transfected, 24 h;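 active means inhibition above the mean inhibition of all tested compounds plus 3 SD, cut at about 73% in these data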;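 further: 0% = DMSO wells and 100% = reporter-only cells lacking LRH-1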
LMP1 NFkB inh – EBV LMP1-driven NF-kappaB luciferase reporter inhibitors, primary screen, cell-based, luminescence, single point; LMP1-induced NF-kappaB luciferase reporter cells; inhibition, % at 12.5 µM; hit rate 0.69% among 350,000; in the data active means inhibition above about 41%;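 further: 0% = neutral control wells and 100% = reference inhibitor control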
SRC1 inh – SRC1 coactivator transcriptional activity inhibitors, primary screen, cell-based, luminescence. Nuclear receptor coactivator 1 (Homo sapiens), Q15788. HEK293 GAL4-SRC1 luciferase reporter. inhibition, % at 3.6 µM. hit rate 0.12% among 360,000;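 active means inhibition above the campaign mean plus 3 SD, with each screening campaign given its own cutoff, cut at about 60% in these data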;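 further: 0% = DMSO treated cells and 100% = gossypol at 36 µM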
CF NFkB block – inhibitors of PAF-induced NF-kB signaling, primary screen, cell-based, GFP fluorescence, uHTS | KKLEB NF-kB-GFP reporter, GFP fluorescence overnight | inhibition, % at 5 µM | hit rate 0.86% among 360,000;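 active means at least 50% inhibition at 5 µM, scaled per plate between neutral and stimulator controls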;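 further: PAF is a Pseudomonas aeruginosa culture filtrate used as stimulus; plate controls were PAF-stimulated DMSO wells for no effect and unstimulated DMSO wells for full effect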
TROY signal inh – inhibitors of TROY-driven NF-kB signaling, primary screen, Q293 LMP1-TROYcd cells, NF-kB luciferase, uHTS | Q293 LMP1-TROYcd NF-kB luciferase reporter, 4 h | inhibition, % at 10 µM | hit rate 0.98% among 360,000 | AID 1347056, 2019;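 active means compounds whose plate-normalised and pattern-corrected inhibition of the luciferase reporter signal at the single screening dose is 50% or more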
KKLEB tox – cytotoxicity in KKLEB CF airway cells, primary screen, cytotoxicity control for CF NF-kB inhibitor project, cell-based, uHTS, fluorescence assay plates; activity change (cytotoxicity), % at 5 µM; hit rate 0.36% among 360,000; AID 602141, 2011; KKLEB CF airway cells viability, ATPlite luminescence, overnight; stronger effect = lower value; cells stimulated with P. aeruginosa culture filtrate;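 active means corrected activity change at or below -50% at 5 µM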
SRC3 inh – SRC3 coactivator transcriptional activity inhibitors, primary screen, cell-based, luminescence; Nuclear receptor coactivator 3 (Homo sapiens), Q9Y6Q9; HEK293 GAL4-SRC3 luciferase reporter; inhibition, % at 3.6 µM; hit rate 0.17% among 360,000; AID 588352, 2011;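 active means inhibition above a per-campaign cutoff, the mean of all compounds plus 3 SD, cut at about 60% in these data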;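 further: 0% = DMSO-treated cells and 100% = gossypol-treated cells at 36 µM; higher means less SRC3-driven luciferase light from the GAL4 reporter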
* = called active by the depositor; . = not tested or not shown.

SMILES	C8 TRAIL sens	NR2F2 inh	NCOA2 inhibitor	TWEAK Fn14 block	NR5A2 inv ag	LMP1 NFkB inh	SRC1 inh	CF NFkB block	TROY signal inh	KKLEB tox	SRC3 inh
COC(CNC(=O)CN1CCN(Cc2ccc(F)cc2Cl)C1=O)OC	-9	-6	-20	2	4	5	-3	-2	9	0	5
CN1C2CCC1CC(NC(=O)CSCc1ccc(Cl)cc1Cl)C2 (stereo not drawn)	8	-26	-47	10	-14	1	5	2	3	-2	22
CN(C)CCCn1c(N)c(C#N)c2nc(C#N)c(C#N)nc21	-11	-6	1	-8	-20	16	-5	27	.	4	-3
COc1ccc(NS(=O)(=O)c2ccc3c(c2)n(C)c(=O)n3C)cc1	-8	-10	8	-1	-6	-11	12	8	13	5	-1
O=C(O)c1cc(Cl)c2ccccc2c1O	-8	-1	-12	20	9	-5	-10	-2	30	8	-13
COc1ccc(N(CC(=O)NCc2ccc3c(c2)OCO3)C(=O)c2csnn2)cc1	-10	-26	-41	7	-1	-4	5	2	-31	9	5
O=C(CCS(=O)(=O)c1ccccc1Cl)NCc1ccc(F)cc1	0	-12	2	11	-29	-4	-5	11	-12	3	15
COc1ccc(OC)c(/C=N/NC(=O)C(O)c2ccccc2)c1 (stereo not drawn)	-3	17	7	0	-1	-1	-8	-19	8	6	4
COC(=O)c1cccc(C(=O)N2CCCC(CNC(=O)c3ccccc3Cl)C2)c1 (stereo not drawn)	-7	-16	5	-4	-25	-2	-10	2	-26	-17	-2
CCOc1ccc(NC(=O)CSc2nnc(C3CC3)n2N)cc1	1	.	.	2	7	1	-2	-21	-1	1	9
Brc1ccccc1OCCCN1CCCCCC1	3	7	-53	31	-14	-6	-6	-4	-23	-12	1
N#Cc1ccc(OCC(=O)OCC(=O)NCCC2=CCCCC2)cc1	5	6	-19	-10	-21	6	-3	-6	-14	7	10
COc1cccc(NC(=O)CN(C)C(=O)CCNC(=O)c2ccc(Br)cc2)c1	-3	20	-10	3	3	-2	-4	6	-19	-11	-9
COc1ccc(N(CC(=O)NC2CC3CCC2C3)S(=O)(=O)c2ccc(C)cc2)cc1 (stereo not drawn)	-6	4	14	-7	-11	1	0	34	-21	-8	4
O=C(NCCc1ccc(Cl)cc1)C1CCCN(S(=O)(=O)N2CCCCCC2)C1 (stereo not drawn)	-10	17	15	-1	16	1	13	-1	-9	13	4
CCOc1ccc(NCCC#N)cc1	-2	-1	-3	14	11	-19	0	4	-11	-8	-18
CCO[C@@H]1OC(C(=O)NCc2nc3ccccc3[nH]2)=C[C@H](c2cn(C(C)=O)c3ccccc23)[C@H]1CCCO	-2	17	-13	-13	4	-6	-6	1	-18	-7	-2
COc1ccccc1Cc1c(C2CCCCC2)nc2ccc(C)cn12	6	-5	-35	-4	-8	.	5	1	-19	0	-11
C=CCSc1nc2ccccc2n1S(=O)(=O)c1ccc(Cl)cc1	14	-2	-10	-5	-4	-9	-17	3	1	7	-17
NC(=S)NCc1cccnc1	-3	-37	-20	-9	-2	4	-12	-9	0	8	13
CC(=O)Oc1c(/C=C(\C#N)C(N)=O)[nH]c2ccccc12	-2	5	-48	16	22	0	-2	5	8	1	16
O=C(CSc1ncnc2ccccc12)Nc1cc(S(=O)(=O)N2CCCCC2)ccc1Cl	-6	9	-3	40	-1	4	0	3	21	2	9
O=C(COc1ccc(-n2cnnn2)cc1)Nc1ccc(F)cc1	-5	4	15	4	2	-7	-1	-14	-10	5	7
CCCCN1CN(Cc2ccco2)CNC1=S	9	13	-3	18	9	1	2	10	-15	-2	18
Cc1occc1C(=O)N1CCN(C(c2ccccc2)c2ccccc2)CC1	4	0	10	4	3	6	-1	5	-16	6	-2
O=C(O)C1NCCc2ccccc21 (stereo not drawn)	-6	10	17	-4	3	-20	11	2	3	1	-14
COC(=O)CCCC1=CC2=CC(=O)C(C)(OC(=O)c3cccs3)C(=O)C2=CN1c1ccc(OC)cc1 (stereo not drawn)	8	-11	-15	-10	19	-1	-27	-11	-3	7	-20
CCN(c1ccccc1)S(=O)(=O)c1ccc(OC)c(NS(=O)(=O)c2cccs2)c1	-13	-3	0	2	-1	-11	5	12	18	3	6
CCN(CC)c1ccc(C=C2C(=O)OC3(CCCC3)OC2=O)cc1	-5	16	-32	11	6	6	-3	-10	-2	10	8
COc1ccc(S(=O)(=O)Nc2nc(C(F)(F)F)cs2)cc1	-5	-1	6	14	2	-15	-8	-4	15	-3	6
CCC(c1nc2ccccc2[nH]1)N(C(=O)Cc1cc(OC)cc(OC)c1)c1ccc(N2CCOCC2)cc1 (stereo not drawn)	-2	2	10	11	2	.	0	-15	-11	0	-9
CCOC(=O)c1ccc(S(=O)(=O)NNC(=O)c2ccc3c(c2)nc(C)n3CC)cc1	0	-7	-5	1	22	7	6	6	-9	-19	-7
CC(C)[C@@H]1NC(=O)N(c2ccc(Oc3ccccc3)cc2)C1=O	-2	-1	-28	-4	-43	1	-25	5	-10	1	-9
Cc1cc(/C=C2/SC(=O)N(CC(=O)N3CCCC3)C2=O)c(C)n1C	-4	2	5	31	-7	-2	-20	8	-3	-6	-18
COc1ccc(N(CC(=O)Nc2cccc(C(C)=O)c2)S(=O)(=O)c2ccc(NC(C)=O)cc2)cc1	-14	1	-11	19	-5	3	-7	-18	-3	-19	-7
O=C(NNC(=S)Nc1ccccc1)Nc1ccccc1	4	-39	-41	3	-127	-9	-105	-9	-34	-26	-71
CCCc1cc(=O)[nH]c2nnc(SCC(=O)N3CC(C)OC(C)C3)n12 (stereo not drawn)	4	1	-11	6	-10	2	-7	10	7	3	-2
CSc1ncccc1C(=O)OCC(=O)Nc1cc(C(F)(F)F)ccc1N1CCOCC1	10	10	4	1	-15	-13	-6	21	-2	-9	5
O=C(c1cccc(-c2cncc3nccn23)c1)N1CCOCC1	3	4	-6	-2	21	.	14	-22	4	12	-5
COc1ccccc1C(=O)NCCC(=O)N1CCCCC1	-14	-12	-21	-8	-37	-2	-31	-2	-16	2	2
Cc1ccc(C(=O)N2CCC(Cc3ccccc3)CC2)cc1S(=O)(=O)N1CCOCC1	1	17	17	4	-12	10	-8	12	4	-1	-13
CC1CCCCN1C(=O)c1ccccc1NC(=O)c1ccco1 (stereo not drawn)	5	-3	-4	-8	10	6	0	-4	1	6	6
COCC(C)n1c(C)cc(C(=O)Cn2c(=O)oc3ccccc32)c1C (stereo not drawn)	-9	-22	-20	-9	-30	-10	-13	-5	-35	3	-3
COc1cc(C2CC(=O)Oc3cc(OC)c(OC)c(OC)c32)cc(OC)c1OC (stereo not drawn)	-9	-1	-9	17	2	-2	15	-7	-1	7	10
COc1ccc(Cc2nc(-c3ccccc3)no2)cc1	-10	-25	-43	-16	-15	-13	-43	-3	-48	7	-55
Cc1nn(CC(=O)NC2CCCCC2)c(=O)c2cccn12	-1	-10	-16	-6	-15	1	-5	0	-20	-1	-11
COc1ccccc1N1CCN(C(=O)CSc2nnnn2C2CC2)CC1	-4	-12	13	5	19	-1	-5	-40	-13	1	-19
Cc1cc(-c2ccccc2)n(-c2ccc(C(=O)NC(C)C)cc2)n1	-16	2	-6	-20	-20	4	8	8	6	-5	4
CC(C)c1nnc(SCC(=O)NCCC2=CCCCC2)n1N	-5	-5	11	6	1	-4	14	14	13	-6	18
O=C(NCc1ccccc1)c1cc(S(=O)(=O)N2CCCCC2)ccc1N1CCOCC1	13	-7	-32	-6	10	0	25	4	3	0	4
Cc1ccc(C(C)C)c(OCC(=O)Nc2ccc3c(c2)nc(CCN2CCCCC2)n3C)c1	56*	27	-18	-27	-20	-8	16	20	-26	-16	2
O=C(NCCCN1CCc2ccccc2C1)C1CCN(S(=O)(=O)N2CCC3(CC2)OCCO3)CC1	5	11	-10	9	10	6	-1	4	-3	-4	-6
N#Cc1ccc(C(=O)OCC(=O)Nc2cccc(S(=O)(=O)N3CCCCC3)c2)cc1	-10	14	-1	-6	-18	-2	-23	1	13	11	-8
O=C(NCc1ccco1)c1cc(-c2ccccc2)on1	12	16	-59	-39	-74	12	-82	-14	-36	5	-45
Cc1nnc(SCC(=O)Nc2c(C)n(C)n(-c3ccccc3)c2=O)n1Cc1ccccc1	-2	-18	-20	16	14	-5	9	2	-4	4	3
O=C(Nc1cc(F)ccc1F)C1CCCO1 (stereo not drawn)	-23	9	13	-3	9	6	-2	-15	-5	6	-23
CCOC(=O)c1cccc(Nc2nc(-c3cccnc3)nc3ccccc23)c1	25	2	3	69*	27	12	10	12	37	-14	23
CC(=O)Nc1ccc(S(=O)(=O)NC2=C(N3CCN(C)CC3)C(=O)c3ccccc3C2=O)cc1	44	1	-19	6	19	3	-7	6	-17	0	8
COc1cccc(NS(=O)(=O)c2ccc3c(c2)CCN3C(C)=O)c1	6	37	28	25	32	11	2	-3	9	-6	31
CCN(CC)c1ccc(NS(=O)(=O)c2ccc3c(c2)oc(=O)n3C)c(C)c1	1	12	6	12	5	1	5	-11	0	3	-3
(list continues)
SMILES	C8 TRAIL sens	NR2F2 inh	NCOA2 inhibitor	TWEAK Fn14 block	NR5A2 inv ag	LMP1 NFkB inh	SRC1 inh	CF NFkB block	TROY signal inh	KKLEB tox	SRC3 inh
O=C(O)c1ccccc1C(=O)Nc1ccc(S(=O)(=O)N2CCCC2)cc1	-7	-9	0	-3	5	-8	-45	6	0	1	11
CCCSCCCNC(=O)CC1Oc2ccccc2NC1=O (stereo not drawn)	-22	-15	-16	-5	-9	-4	-7	-12	7	5	3
COc1ccc(-c2sc3cc(OC)c(OC)cc3c2C#CC2(O)CCCCC2)cc1	-2	2	-16	-19	27	-12	-5	20	5	-6	6
COc1ccccc1CN(C)C(=O)c1ccc(S(=O)(=O)NCc2ccco2)cc1	4	-13	-6	9	13	-1	-11	2	23	17	7
NC(=O)c1ccsc1NC(=O)c1nc(-c2ccccc2)n(-c2ccccc2)n1	9	-19	-24	18	-2	0	-6	2	14	9	-1
Nc1nc2ccccc2n1/N=C/c1cccnc1	0	1	10	5	1	2	-6	0	-8	2	10
CCn1cc(CN2CCC(n3nccc3NC(=O)CCCc3ccccc3)CC2)c(C)n1	-5	9	2	-2	6	2	-2	-13	9	-8	18
